Screening results (PubChem)
SIRT5 block = blocks human SIRT5 desuccinylation of peptide; 330,000 compounds, 1.1% hits; Q9NXA8; inhibition, % at 15 µM; Purified SirT5, succinyl-peptide AMC, trypsin-coupled fluorescence; in the data active = inhibition above about 15%; inconclusive = no clear call, values can overlap the other calls
Target sequence (Q9NXA8 whole entry, looked up): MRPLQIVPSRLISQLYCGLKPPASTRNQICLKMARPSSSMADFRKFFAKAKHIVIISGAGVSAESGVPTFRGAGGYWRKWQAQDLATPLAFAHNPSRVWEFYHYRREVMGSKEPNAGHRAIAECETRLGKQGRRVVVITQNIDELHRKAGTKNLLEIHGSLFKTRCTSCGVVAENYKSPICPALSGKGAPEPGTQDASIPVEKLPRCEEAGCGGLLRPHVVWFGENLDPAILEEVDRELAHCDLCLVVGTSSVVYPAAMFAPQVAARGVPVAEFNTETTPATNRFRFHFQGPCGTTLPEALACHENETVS
ERp5 block = blocks human ERp5 reductase activity on insulin. Q15084. ERp5 insulin aggregation, absorbance 650 nm, 90 min. inhibition, % at 9.99 µM. 350,000 compounds, 0.05% hits;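 active = mean replicate inhibition above about 25%, with every replicate also reaching it, limit read from the data, passing the limit was not always enough; inconclusive = only one of those two criteria met; inactive = neither criterion met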
Target sequence (Q15084 whole entry, looked up): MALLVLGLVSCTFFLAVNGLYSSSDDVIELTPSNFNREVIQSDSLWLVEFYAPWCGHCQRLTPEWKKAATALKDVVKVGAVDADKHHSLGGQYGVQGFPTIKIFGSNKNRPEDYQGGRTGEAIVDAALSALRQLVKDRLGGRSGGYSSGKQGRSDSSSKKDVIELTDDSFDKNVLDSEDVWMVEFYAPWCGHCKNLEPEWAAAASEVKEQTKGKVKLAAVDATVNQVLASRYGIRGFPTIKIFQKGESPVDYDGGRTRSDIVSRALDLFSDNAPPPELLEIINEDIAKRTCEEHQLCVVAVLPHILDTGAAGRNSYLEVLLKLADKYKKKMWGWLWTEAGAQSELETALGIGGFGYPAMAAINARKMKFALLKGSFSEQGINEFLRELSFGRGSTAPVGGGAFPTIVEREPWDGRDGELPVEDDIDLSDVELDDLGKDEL
Cneo AK release = causes C. neoformans cell lysis; AID 651654; 360,000 compounds, 0.2% hits; lysis activity, % at 15 µM; adenylate kinase release luminescence, 4 h; normalised: neutral wells 0, clomiphene wells 100;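 active = mean lysis activity across replicates of at least 80%, whatever share of replicates individually reach that level; inactive = mean lysis activity below 80%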
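read-out = cell lysis signal | test system = log-phase Cryptococcus neoformans yeast cells | input = cells at 5 × 10^6 per mL | medium = fresh YPD growth medium | signal = luminescent adenylate kinase detection reagent | timing = 4 h at 37 °C static, read 1 h later | dosing = single dose | controls = Clomiphene as positive lysis control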
ARNT-TACC3 inh = ARNT/TACC3 interaction disruption; Q9Y6A5; AlphaScreen His-ARNT PAS-B/GST-TACC3 binding, luminescence; TACC3 fragment carries E629A point mutation; inhibition, % at 9.99 µM; 390,000 compounds, 0.66% hits; AID 623870;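 active = mean inhibition of replicates at least 50% and at least half of replicates each reaching 50%; inconclusive = half or more replicates reach 50% but mean below 50%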;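 also: 0% = complete ARNT plus TACC3 wells and 100% = ARNT alone without TACC3; many hits fall short of the cut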
miR122 inh = inhibitors of miR-122 in Huh7 cells; AID 602342; Huh7 miR-122 Renilla luciferase sensor, 48 h; neutral wells = 0, positive control = 100; 340,000 compounds, 0.3% hits; activation (reporter increase), % at 12.5 µM;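 active = mean replicate activation score at least 90 and every replicate individually at or above 90; inconclusive = only one of the two criteria met; inactive = neither criterion met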;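 also: higher luciferase means less miR-122 activity so hits act as miR-122 inhibitors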
C2C12 statin = suppressors of simvastatin-induced myotoxicity in C2C12 myotubes | ATP luminescence, 48 h; scaled: DMSO 0, geranylgeraniol control 100 | rescue of ATP level, % at 7.49 µM | 330,000 compounds, 0.78% hits | AID 602340;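 active = mean ATP rescue above about 67%, or every replicate alone reaching that limit, limit read from the data, passing the limit was not always enough; inconclusive = no clear call, values can overlap the other calls; inactive = mean under the limit and some replicate under it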;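 also: myotubes were challenged with 10 µM simvastatin during compound exposure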
esBAF inh = SWI/SNF esBAF complex inhibition | mouse ES cells, Bmi1-luciferase knock-in reporter, 24 h; 100% = twice the neutral-well signal | reporter increase, % at 12.5 µM | 350,000 compounds, 2% hits | AID 602393; in the data active = activation above about 40%; inconclusive = no clear call, values can overlap the other calls;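 also: 0% = median of the plate's neutral control wells and 100% = double that signal; a rise in the Bmi1 reporter signal indicates esBAF inhibition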
* = called active by the depositor; [ ] = dose if it differs, or a comment.

How did Cc1nnc(NC(=O)CN2CCN(Cc3c(Cl)cccc3Cl)CC2)s1 do in these assays?
SIRT5 block: -3; ERp5 block: 3; Cneo AK release: 1; ARNT-TACC3 inh: -1; miR122 inh: -10; C2C12 statin: 3; esBAF inh: -1

How did CC(C)NC(=O)N(C)C[C@@H]1Oc2cc(C#C[C@H](C)O)ccc2S(=O)(=O)N([C@H](C)CO)C[C@H]1C do in these assays?
SIRT5 block: -1; ERp5 block: 4; Cneo AK release: 1; ARNT-TACC3 inh: -2; miR122 inh: -14[16.7 µM]; C2C12 statin: -3; esBAF inh: -8

What do the screens show for `Cc1ccc(CC(=O)NNC(=O)c2cccs2)cc1C`?
SIRT5 block: -1; ERp5 block: -1; Cneo AK release: 4; ARNT-TACC3 inh: -2; C2C12 statin: 9; esBAF inh: 12

Results for CCc1ccc2c(CN3CCN(S(=O)(=O)c4cccs4)CC3)cc(=O)oc2c1 ?
ARNT-TACC3 inh: -8; miR122 inh: 3; C2C12 statin: -17; esBAF inh: -1

What do the screens show for `O=C(C[C@@H]1CC[C@@H](NC(=O)c2ccc3c(c2)OCO3)[C@@H](CO)O1)NCc1ccc(F)cc1`?
SIRT5 block: 4; ERp5 block: -4; Cneo AK release: 7; ARNT-TACC3 inh: -14; C2C12 statin: -6; esBAF inh: 1

Results for O=C(CN1C(=O)NC2(CCCCCC2)C1=O)c1ccc(F)cc1 ?
SIRT5 block: 0; ERp5 block: -3; Cneo AK release: 0; ARNT-TACC3 inh: -5; C2C12 statin: -5; esBAF inh: 6

Results for C[C@H]1CCCCO[C@@H](CN(C)C(=O)Nc2ccc(C(F)(F)F)cc2)[C@@H](C)CN([C@@H](C)CO)C(=O)c2cc(NS(=O)(=O)c3ccccc3)ccc2O1 ?
SIRT5 block: 2; ERp5 block: -3; Cneo AK release: 2; ARNT-TACC3 inh: 6; miR122 inh: 19[16.7 µM]; esBAF inh: -4

Results for C[C@H](O)C#Cc1cnc2c(c1)C(=O)N([C@@H](C)CO)C[C@H](C)[C@H](CN(C)C(=O)c1ccccc1)O2 ?
SIRT5 block: -4; ERp5 block: -4; Cneo AK release: 2; ARNT-TACC3 inh: -6; miR122 inh: -7[16.7 µM]; C2C12 statin: 5; esBAF inh: -2

What do the screens show for `COc1cc(OC)cc(C(=O)NNS(=O)(=O)c2ccc(F)cc2)c1`?
SIRT5 block: -2; ERp5 block: 5; Cneo AK release: 2; ARNT-TACC3 inh: -16; miR122 inh: 2; C2C12 statin: -1; esBAF inh: 1

Results for CC(C)(C)OC(=O)N1CCC[C@H]1C(=O)Nc1ccc(C#N)cc1 ?
SIRT5 block: -1; ERp5 block: 4; Cneo AK release: -2; ARNT-TACC3 inh: 9; miR122 inh: 10; C2C12 statin: 6; esBAF inh: 2

Quoted at random: 4 entries already listed
What do the screens show for `COc1cc(OC)cc(C(=O)NNS(=O)(=O)c2ccc(F)cc2)c1`?
SIRT5 block: -2; ERp5 block: 5; Cneo AK release: 2; ARNT-TACC3 inh: -16; miR122 inh: 2; C2C12 statin: -1; esBAF inh: 1

Results for CC(C)(C)OC(=O)N1CCC[C@H]1C(=O)Nc1ccc(C#N)cc1 ?
SIRT5 block: -1; ERp5 block: 4; Cneo AK release: -2; ARNT-TACC3 inh: 9; miR122 inh: 10; C2C12 statin: 6; esBAF inh: 2

How did Cc1nnc(NC(=O)CN2CCN(Cc3c(Cl)cccc3Cl)CC2)s1 do in these assays?
SIRT5 block: -3; ERp5 block: 3; Cneo AK release: 1; ARNT-TACC3 inh: -1; miR122 inh: -10; C2C12 statin: 3; esBAF inh: -1

Results for C[C@H]1CCCCO[C@@H](CN(C)C(=O)Nc2ccc(C(F)(F)F)cc2)[C@@H](C)CN([C@@H](C)CO)C(=O)c2cc(NS(=O)(=O)c3ccccc3)ccc2O1 ?
SIRT5 block: 2; ERp5 block: -3; Cneo AK release: 2; ARNT-TACC3 inh: 6; miR122 inh: 19[16.7 µM]; esBAF inh: -4

Following part.
Results for Cc1[nH]n(-c2ccccc2)c(=O)c1/C=N/Nc1nncc(-c2ccccc2)n1 ?
SIRT5 block: 0; ERp5 block: inconclusive; Cneo AK release: -7; ARNT-TACC3 inh: 66*; miR122 inh: -9; C2C12 statin: -19; esBAF inh: -29

What do the screens show for `CC(C)Cn1c(SCC(=O)NC2CCCc3ccccc32)nc(O)cc1=O` (stereo unspecified)?
Cneo AK release: -1; ARNT-TACC3 inh: -14; miR122 inh: -2; C2C12 statin: 8; esBAF inh: -20

Results for COc1ccc(CNC(=O)c2cccc(NC(=O)CC3SC(N4CCCCC4)=NC3=O)c2)cc1 (stereo unspecified) ?
ERp5 block: -3; Cneo AK release: 0; ARNT-TACC3 inh: -23; miR122 inh: 0; C2C12 statin: 1; esBAF inh: 7

How did Cc1ccc(C2CC(c3cccs3)=NN2C(=O)CSc2nc(=O)n3ccc(C)cc3n2)cc1 (stereo unspecified) do in these assays?
SIRT5 block: -3; ERp5 block: 1; Cneo AK release: -2; ARNT-TACC3 inh: -4; C2C12 statin: 12; esBAF inh: 26

Results for Cc1cccc(NC(=O)c2ccc(NC(=O)c3ccccc3Br)cc2)c1 ?
SIRT5 block: 1; ERp5 block: -1; Cneo AK release: -3; miR122 inh: 1; C2C12 statin: -28; esBAF inh: 16

How did O=c1c2cc(Br)ccc2nc2n1CCCCC2 do in these assays?
Cneo AK release: -2; ARNT-TACC3 inh: 0; miR122 inh: 3

Results for Nc1ccc(C23CC4CC(CC(CO)(C4)C2)C3)cc1 ?
Cneo AK release: -2; ARNT-TACC3 inh: -7; miR122 inh: 2

How did CCN(CC)S(=O)(=O)c1ccc(NC(=O)c2ccc(Sc3nncn3C)c([N+](=O)[O-])c2)cc1 do in these assays?
SIRT5 block: 0; ERp5 block: 1; ARNT-TACC3 inh: -49

What do the screens show for `CCN(CC)CCCn1c2c(c(SCC(=O)Nc3cccc4ccccc34)nc1=O)CCC2`?
SIRT5 block: 2; ERp5 block: -1; Cneo AK release: 2; ARNT-TACC3 inh: -6; miR122 inh: -3; C2C12 statin: 12; esBAF inh: 8

How did O=C(NCc1ccccc1OC(F)(F)F)C1CCC(=O)N(CCc2ccccn2)C1 (stereo unspecified) do in these assays?
SIRT5 block: -3; ERp5 block: 5; Cneo AK release: 0; ARNT-TACC3 inh: -32; miR122 inh: -3; C2C12 statin: 2; esBAF inh: -11

What do the screens show for `O=C(NCCCN1CCOCC1)c1ccc2c(c1)N(Cc1ccccc1)C(=O)c1ccccc1S2=O` (stereo unspecified)?
SIRT5 block: 2; ERp5 block: 1; Cneo AK release: 2; ARNT-TACC3 inh: 13; C2C12 statin: -1; esBAF inh: 2

What do the screens show for `Cc1ccc(Cl)cc1NC(=O)CNCC(c1ccccc1)N(C)C` (stereo unspecified)?
SIRT5 block: 1; ERp5 block: 2; Cneo AK release: 2; ARNT-TACC3 inh: -12; C2C12 statin: 16; esBAF inh: -1

What do the screens show for `CC(=O)c1ccc(S(=O)(=O)Nc2cccc(S(=O)(=O)NC3=NCCC3)c2)cc1`?
Cneo AK release: 2; ARNT-TACC3 inh: -1; miR122 inh: -1

How did CC(C)(C)N1C(=O)c2ccc(C(=O)Nc3nccs3)cc2C1=O do in these assays?
Cneo AK release: -9; ARNT-TACC3 inh: 6; miR122 inh: 0; C2C12 statin: -20; esBAF inh: 54*

What do the screens show for `O=C1c2ccccc2C(=O)N1CN(C(=O)c1ccccc1[N+](=O)[O-])c1ccc(F)cc1`?
SIRT5 block: 0; ERp5 block: 2; Cneo AK release: 0; ARNT-TACC3 inh: -4; miR122 inh: -3

How did COc1ccc(C(=O)NCC(=O)N/N=C/C(C)=C/c2ccco2)cc1OC do in these assays?
Cneo AK release: -1; miR122 inh: -18; C2C12 statin: -4; esBAF inh: 3

Results for O=C(NN1C(=O)c2ccccc2NC1c1ccccn1)c1ccccc1 (stereo unspecified) ?
Cneo AK release: -2; miR122 inh: -3; C2C12 statin: -3; esBAF inh: -2

What do the screens show for `COCC(C)NS(=O)(=O)c1ccccc1` (stereo unspecified)?
SIRT5 block: -2; ERp5 block: -5; ARNT-TACC3 inh: 4; miR122 inh: -6; C2C12 statin: 2; esBAF inh: 5

Results for COc1ccccc1CNc1nc2cc(-c3ccsc3)sc2c(=O)n1C ?
ERp5 block: -8; Cneo AK release: 0; miR122 inh: 1; C2C12 statin: 6; esBAF inh: -3

How did CN(CC(=O)Nc1c(Cl)cccc1Cl)C(=O)c1cc(-c2cccs2)nn1-c1ccccc1 do in these assays?
SIRT5 block: -9; ERp5 block: 10; Cneo AK release: 7; ARNT-TACC3 inh: 0; C2C12 statin: 11; esBAF inh: -2

Results for CCC(=O)Nc1nnc(SCc2ccc(F)cc2)s1 ?
Cneo AK release: -1; ARNT-TACC3 inh: -5; miR122 inh: -3; esBAF inh: 15

What do the screens show for `O=C(O/N=C1\CCS(=O)(=O)c2sccc21)C1CC1`?
SIRT5 block: -2; ERp5 block: -12; ARNT-TACC3 inh: -1

Results for CC(C)CC(CO)N1CCN(C(=O)c2ccc(Cl)c(Cl)c2)CCC1=O (stereo unspecified) ?
ERp5 block: -2; Cneo AK release: 1; ARNT-TACC3 inh: 3; C2C12 statin: 6; esBAF inh: -4

What do the screens show for `COc1ccc(NC(=O)Nc2ccc(N(C)C)cc2)cc1`?
Cneo AK release: 2; ARNT-TACC3 inh: 0; miR122 inh: 1; C2C12 statin: 2; esBAF inh: 19

Results for CCCNC(=O)C[C@H]1CC[C@@H]2[C@H](COC[C@H](O)CN2Cc2ccc(Cl)c(Cl)c2)O1 ?
SIRT5 block: -1; ERp5 block: 2; Cneo AK release: 6; ARNT-TACC3 inh: -3; miR122 inh: 6[16.7 µM]; C2C12 statin: 13; esBAF inh: -2

How did C[C@@H]1CN([C@H](C)CO)C(=O)c2cc(NC(=O)C3CC3)ccc2O[C@@H]1CN(C)C(=O)NC1CCCCC1 do in these assays?
SIRT5 block: -1; ERp5 block: 10; Cneo AK release: -3; ARNT-TACC3 inh: -12; miR122 inh: 6[16.7 µM]; C2C12 statin: -2; esBAF inh: -2

How did NCC[C@H](O)C(=O)N[C@@H]1C[C@H](N)[C@@H](O[C@H]2O[C@H](CN)[C@@H](O)[C@H](O)[C@H]2O)[C@H](O)[C@H]1O[C@H]1O[C@H](CO)[C@@H](O)[C@H](N)[C@H]1O do in these assays?
SIRT5 block: -5; ERp5 block: -3; Cneo AK release: 0; ARNT-TACC3 inh: 2; miR122 inh: 0; C2C12 statin: 12; esBAF inh: -6

How did Cc1ccc(CCNC(=O)CNC(=O)c2cccs2)cc1 do in these assays?
SIRT5 block: -3; ERp5 block: 5; ARNT-TACC3 inh: 1

How did Cc1ccc(-n2c(CNc3ccc(F)cc3)nnc2SCC(=O)NCc2ccco2)cc1 do in these assays?
Cneo AK release: 1; ARNT-TACC3 inh: 3; miR122 inh: -13; C2C12 statin: -8; esBAF inh: 1

Results for CC(CCc1ccccc1)NC(=O)c1ccc2nc(N3CCOCC3)sc2c1 (stereo unspecified) ?
SIRT5 block: -5; ERp5 block: -1; Cneo AK release: 1; ARNT-TACC3 inh: -2

Results for CN1C(=O)c2cc(NC(=O)c3ccc(F)c(F)c3)ccc2OC[C@H]2O[C@@H](CC(=O)N[C@H]3CCN(Cc4ccccc4)C3)CC[C@@H]21 ?
SIRT5 block: -4; ERp5 block: 0; Cneo AK release: 2; ARNT-TACC3 inh: 0; C2C12 statin: -9; esBAF inh: 0

What do the screens show for `O=C(CCc1c[nH]c2ccccc12)NCc1ccc2c(c1)OCO2`?
Cneo AK release: -1; ARNT-TACC3 inh: 1; miR122 inh: 4; C2C12 statin: 6; esBAF inh: -9

How did COCCCNC(NC(=O)c1ccc(Cl)cc1)C(Cl)(Cl)Cl (stereo unspecified) do in these assays?
Cneo AK release: 0; ARNT-TACC3 inh: -11; miR122 inh: -3; C2C12 statin: 2; esBAF inh: 15

How did Cc1ccc(Cn2c(=O)cc(C(=O)O)c3ccccc32)cc1 do in these assays?
SIRT5 block: -3; ERp5 block: -3; Cneo AK release: -5; ARNT-TACC3 inh: -15; miR122 inh: 3; C2C12 statin: 2; esBAF inh: 7

Rows were taken by chance. About 4% of those tested had a hit in this group.
